# LYPLA2 counter: blocks human lysophospholipase 2, a PME1 counter-screen; O95372; recombinant LYPLA2, FP-Rh probe fluorescence polarization; inhibition, % at 5.9 µM; actives 0.38% (n = 320,000); AID 2177;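 active = inhibition above the screen-wide mean plus 3 SD, limit set per campaign, cut at about 26% in these data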;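 note: 0% = LYPLA2 with DMSO and 100% = wells lacking LYPLA2 enzyme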
# Target sequence (O95372 whole entry, looked up): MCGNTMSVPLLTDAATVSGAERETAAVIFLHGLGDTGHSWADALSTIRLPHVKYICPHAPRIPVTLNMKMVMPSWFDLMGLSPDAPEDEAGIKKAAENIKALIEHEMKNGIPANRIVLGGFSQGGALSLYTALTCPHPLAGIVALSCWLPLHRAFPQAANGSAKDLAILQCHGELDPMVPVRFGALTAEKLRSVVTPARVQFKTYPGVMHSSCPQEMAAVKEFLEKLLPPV
# PAFAH1B2 inh: inhibitors of human PAFAH1B2. recombinant PAFAH1B2, FP-rhodamine activity probe, fluorescence polarization. actives 1.2% (n = 340,000). inhibition, % at 3.39 µM. P68402;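 active = inhibition above the mean of all tested compounds plus 3 SD, cut at about 24% in these data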;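 note: 0% = enzyme with DMSO and 100% = wells lacking PAFAH1B2; many of its hits are not listed in these tables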
# GSTO1 inh: GSTO1 inhibition, counter-screen for RBBP9 inhibitors; P78417; recombinant GSTO1, activity-based probe fluorescence polarization; inhibition, % at 5.96 µM; actives 1.1% (n = 300,000); AID 1974;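 active = inhibition above the campaign mean inhibition plus 3 SD, cut at about 35% in these data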;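 note: 0% = GSTO1-1 with DMSO and 100% = wells lacking GSTO1-1 enzyme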
# pPAFAH inh: pPAFAH (human) enzyme inhibition. inhibition, % at 3.39 µM. recombinant pPAFAH, FP-rhodamine probe fluorescence polarization. actives 1.5% (n = 330,000);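 active = inhibition above the mean inhibition across the screen plus 3 SD, cut at about 25% in these data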;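 note: inhibitors block binding of the rhodamine activity-based probe so polarization drops; 0% = enzyme with DMSO and 100% = wells lacking pPAFAH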
# PAFAH1B3 inh: inhibitors of human PAFAH1B3; Q15102; recombinant PAFAH1B3, FP-rhodamine probe, fluorescence polarization; inhibition, % at 3.39 µM; actives 0.28% (n = 340,000); AID 492972;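 active = inhibition above the screen-wide average of all tested compounds plus 3 SD, cut at about 25% in these data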;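 note: 0% = enzyme with DMSO only and 100% = wells lacking PAFAH1B3 protein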
# Target sequence (Q15102 whole entry, looked up): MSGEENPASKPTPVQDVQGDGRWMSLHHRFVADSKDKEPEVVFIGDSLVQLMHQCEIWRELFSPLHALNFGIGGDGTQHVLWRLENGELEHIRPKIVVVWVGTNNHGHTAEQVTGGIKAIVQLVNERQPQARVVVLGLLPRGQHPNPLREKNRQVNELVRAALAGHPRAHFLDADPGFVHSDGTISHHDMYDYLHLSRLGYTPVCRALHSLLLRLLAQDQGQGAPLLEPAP
# LYPLA1 inh: LYPLA1 (human) inhibition in PME1 counter-screen. recombinant LYPLA1, FP-Rh probe fluorescence polarization. inhibition, % at 5.9 µM. actives 0.16% (n = 320,000). AID 2174;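 active = inhibition above the mean of all tested compounds plus 3 SD, set per campaign, cut at about 14% in these data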;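 note: inhibitors block serine hydrolase probe labeling of LYPLA1 so polarization falls; 0% = enzyme with DMSO and 100% = wells lacking LYPLA1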
# PAD4 FP inh: inhibitors of human PAD4; Q9UM07; recombinant PAD4, RCA probe fluorescence polarization; inhibition, % at 6.36 µM; actives 0.41% (n = 330,000); AID 485272;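 active = percent inhibition above a cutoff equal to the mean of all tested compounds plus 3 SD, cut at about 15% in these data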;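 note: 0% = PAD4 with RCA probe and DMSO and 100% = probe without PAD4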
# PME-1 inh: PME-1 (human) inhibition. recombinant PME-1, FP-Rh probe fluorescence polarization. actives 0.53% (n = 320,000). inhibition, % at 5.9 µM;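 active = inhibition above the campaign mean of all compounds plus 3 SD, cut at about 26% in these data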;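 note: competitive labeling of PME-1 active site by serine hydrolase directed probe; 0% = PME-1 with DMSO and 100% = wells lacking PME-1 enzyme; inhibitors block probe labeling so polarization falls and inhibition rises; many of its hits are not listed in these tables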
# Target sequence (Q9Y570 whole entry, looked up): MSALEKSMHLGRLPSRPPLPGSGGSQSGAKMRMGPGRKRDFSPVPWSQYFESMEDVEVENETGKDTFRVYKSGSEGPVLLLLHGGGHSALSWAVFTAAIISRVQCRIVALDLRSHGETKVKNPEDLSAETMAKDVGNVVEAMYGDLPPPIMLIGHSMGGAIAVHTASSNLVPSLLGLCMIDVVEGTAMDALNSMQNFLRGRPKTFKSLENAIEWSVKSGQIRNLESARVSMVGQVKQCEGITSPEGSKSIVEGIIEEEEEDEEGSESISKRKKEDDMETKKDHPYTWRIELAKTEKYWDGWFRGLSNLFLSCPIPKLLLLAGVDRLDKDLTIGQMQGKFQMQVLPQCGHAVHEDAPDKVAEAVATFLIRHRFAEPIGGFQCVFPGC
# PAFAH2 inh: PAFAH2 (human) inhibition; recombinant PAFAH2, FP-rhodamine activity probe, fluorescence polarization; inhibition, % at 3.39 µM; actives 0.99% (n = 340,000); AID 492956; Q99487;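 active = inhibition above the mean over all tested compounds plus 3 SD, cut at about 30% in these data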;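 note: inhibitors block probe labeling of enzyme so polarization drops; 0% = enzyme with DMSO and 100% = wells lacking PAFAH2 protein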
# * hit, by the source's call; . = not tested or not shown. A portion of the library. The share of hits here may be higher or lower than overall.
SMILES	LYPLA2 counter	PAFAH1B2 inh	GSTO1 inh	pPAFAH inh	PAFAH1B3 inh	LYPLA1 inh	PAD4 FP inh	PME-1 inh	PAFAH2 inh
O=C1c2ccccc2C(Nc2cccc(C(F)(F)F)c2)N1Cc1ccco1 (configuration not stated)	1.0	3.7	-7.7	6.4	-6.7	-0.8	0.1	4.0	-4.3
CN(C(=O)CN(CCO)CC(=O)N(C)C(C)(C)Cc1ccccc1)C(C)(C)Cc1ccccc1	-1.7	4.3	3.2	-1.4	4.8	-5.6	1.1	-5.3	-17.6
COc1cc(NC(=O)CN2CCCCC2)c(C)cc1[N+](=O)[O-]	-3.6	2.5	2.5	2.3	5.8	-1.0	-3.0	-12.2	2.3
COc1cccc(C(c2nnnn2Cc2ccccc2)N2CCN(C3CCCC3)CC2)c1OC (configuration not stated)	3.7	1.7	2.8	-0.4	2.1	5.2	-3.2	-2.1	0.7
O=C(C[C@H]1C[C@H](C(=O)N2CCOCC2)[C@@]2(CCC3CCCC3)c3[nH]c4ccc(Cl)cc4c3CCN2C1=O)NCCCn1ccnc1	.	2.0	.	7.0	4.8	.	-3.7	.	1.2
CCc1ccccc1NC(=O)CN1CCN(C(=O)CNC(=O)c2ccc(N3CCCC3=O)cc2)CC1	3.3	0.7	.	1.7	0.4	-3.2	-2.9	-4.3	5.4
CC1(C)CC(NC(=O)c2ccccc2Cl)CC(C)(C)N1	1.2	3.5	11.8	10.5	3.9	-0.2	1.3	1.4	0.6
CNC(=S)N1CCN(c2nc(-c3cccc(OC)c3)cs2)CC1	2.0	-5.9	-4.3	6.4	5.6	2.6	-3.9	-0.8	-6.6
Cc1cccc2cc(CN(Cc3ccccc3)C(=S)NCCCN(C)C)c(=O)[nH]c12	-0.5	3.5	-4.3	6.6	6.9	2.5	-4.6	0.1	7.2
CCOc1ccc(OCC(=O)Nc2ccccc2N2CCCC2)cc1	7.2	6.2	16.6	5.3	7.8	2.7	-0.5	2.5	3.6
O=C(COc1ccccc1)N1CCN(S(=O)(=O)c2ccc(Cl)cc2)CC1	5.1	30.6*	0.2	5.3	-3.4	0.3	-2.3	3.3	1.5
CCOc1ccc(C2NC(=S)NC3=C2CCc2ccccc23)cc1 (configuration not stated)	0.5	8.3	-4.9	3.8	0.2	-4.5	-0.5	3.8	0.3
COC(=O)c1ccc(-c2ccc(/C=N/N3C(=O)C4C5C=CC(C6CC56)C4C3=O)o2)cc1 (configuration not stated)	-4.8	-5.2	26.9	4.5	-8.4	-12.1	-1.0	-11.6	3.2
CC1(c2ccc(Cl)cc2)NC(=O)N(CC(=O)NC2CCCCC2)C1=O (configuration not stated)	.	8.6	.	3.6	11.3	.	-1.2	.	11.2
NC(=O)CSc1ccc(-c2ccc(F)cc2)nn1	2.7	-0.4	-6.1	0.6	9.3	-0.3	-7.0	-3.9	0.5
CNC(=S)N(Cc1ccc(OC)cc1)Cc1cc2cc(C)ccc2[nH]c1=O	1.8	.	-2.5	2.2	.	1.6	-3.0	-1.7	.
O=C(NNC(=O)c1ccccc1Br)c1ccc(Cl)cc1	-0.3	-5.0	-1.4	3.0	6.3	-4.0	-2.1	-1.3	-6.5
CCN(CC(=O)Nc1c(F)cccc1F)C(=O)Cc1ccccc1	-0.9	4.0	10.6	1.1	8.2	2.9	-2.3	1.9	0.1
COc1cccc(/C=C/C(=O)Nc2ccc3[nH]c(=O)[nH]c3c2)c1	1.5	2.2	-14.8	11.8	-0.2	0.1	-2.9	3.4	4.1
O=C(c1ccco1)N1CCN(c2c(-c3ccccc3)c3cc(Cl)ccc3[nH]c2=O)CC1	0.8	-1.1	2.6	4.9	-3.8	2.1	-4.9	7.3	-0.4
CC1C(=O)N2CCCc3cc(NC(=O)C(=O)NCCCc4ccccc4)cc1c32 (configuration not stated)	-0.4	8.7	8.9	19.4	-0.8	-1.3	-2.5	-1.2	-3.0
CCCCCC(C)n1[nH]c(=O)c2c(C)cc(C)nc21 (configuration not stated)	-1.7	9.7	3.8	-3.0	0.0	-1.4	2.6	-1.4	4.3
CCCOc1ccc(C2C(C(=O)OC)=CN(CCOC)C=C2C(=O)OC)cc1	1.5	-0.7	-2.1	4.7	-1.0	5.3	6.2	3.3	1.4
Cc1cc(SCc2cc(=O)[nH]c3ccccc23)nc2ccccc12	-5.7	2.7	7.0	0.3	2.3	-2.4	-2.3	-0.9	5.5
CC1(OC(=O)CCc2ccccc2)C(=O)C=C2C=C(c3ccc(C#N)cc3)N(CC3CC3)C=C2C1=O (configuration not stated)	1.4	-0.9	11.5	10.2	-1.6	3.5	-9.1	3.9	2.8
Cc1c(NC(=S)N2CCN(c3ccc(F)cc3)CC2)c(=O)n(-c2ccccc2)n1C	-10.2	1.4	6.8	-1.4	5.7	-4.7	1.6	0.0	-0.5
CC(C)Cc1nc(S(=O)(=O)c2ccc(Cl)cc2)c(N2CCOCC2)o1	3.0	2.9	-2.4	5.5	0.6	-1.8	-1.4	-3.4	0.1
CN(C)CCOC(=O)c1ccc2c(c1)S(=O)(=O)c1ccccc1C2=O	7.9	3.3	-6.9	3.7	2.3	5.3	1.0	0.3	-7.0
CCOc1cc(/C=C2\SC(=NC)N(C)C2=O)c(Br)cc1OC(C)=O	-9.4	9.9	0.8	-2.2	3.0	-0.4	-1.0	-2.6	-5.9
COc1ccc(N2CCN(C(=O)CSc3nnc(NC(=O)C4CC4)s3)CC2)cc1	6.9	5.0	-3.6	2.5	4.4	1.7	-1.6	8.4	-0.1
O=C(CC1C(=O)NCCN1Cc1ccc(F)cc1Cl)NC1CCCCCCC1 (configuration not stated)	3.4	10.3	-0.4	4.7	14.7	0.1	3.0	0.8	3.0
CC(C)c1ccc(C2/C(=C(/O)c3ccccc3)C(=O)C(=O)N2CCCN2CCOCC2)cc1 (configuration not stated)	1.4	-2.3	-5.5	-1.9	0.6	3.5	-1.6	-2.0	0.0
COC(=O)/C=C1/S/C(=N/NC(=O)c2ccccc2C)NC1=O	-6.9	3.3	-1.4	4.1	9.0	-4.4	2.1	2.3	7.2
O=C(Cc1ccc(S(=O)(=O)N2CCOCC2)s1)NCCOc1ccccc1	8.9	-0.2	-2.6	6.1	2.2	1.5	-9.2	-3.7	7.8
C/C(=N\NC(=O)c1cccc(S(=O)(=O)N2CCCC2)c1)c1ccccc1F	-7.5	0.6	-9.1	-6.6	6.4	-0.8	4.6	4.2	1.0
Cc1c(-c2cccs2)[n+](=O)c2c(n1[O-])CCCC2	-4.9	1.3	-8.4	2.3	-0.6	2.6	-1.6	-4.6	5.4
C=CCOc1ccc(C(c2c(O)nc(SC)[nH]c2=O)c2c(O)nc(SC)[nH]c2=O)cc1	-5.3	-1.6	-2.1	-15.1	10.7	-5.2	-3.0	-0.3	11.5
CCN(N)C(=S)Nc1ccc(F)cc1	2.2	5.0	14.8	0.8	5.3	2.5	-3.2	-1.2	-2.5
COc1ccc(C(CC(=O)O)NC(=O)COc2cc(C)ccc2C)cc1OC (configuration not stated)	-9.3	.	-3.2	0.7	.	-2.6	-5.6	-1.0	.
COc1ccc(Nc2cc(C)nc3nc(C)nn23)cc1Cl	0.5	6.9	-0.1	-1.3	5.1	1.0	-7.4	-2.0	3.7
COc1ccc(C2SCC(C(=O)O)N2C(C)=O)cc1OC (configuration not stated)	-4.9	4.3	1.0	-8.7	1.5	-2.0	-1.1	-4.4	-1.2
O=C(Nc1ccc(F)cc1F)C1CCN(c2ncnc3c2sc2cccc(F)c23)CC1	-7.0	0.9	-2.6	7.6	2.7	-5.7	2.1	-9.0	-1.7
CCC(C)(C)C1CCC(=NNC(=S)Nc2cccnc2)CC1 (configuration not stated)	0.2	4.3	4.5	4.1	3.3	0.9	-0.5	0.9	3.1
COc1ccc(C(=O)NCC(=O)N/N=C/c2ccc([N+](=O)[O-])o2)cc1OC	-9.0	3.2	16.8	3.0	2.8	-0.3	-2.6	3.1	0.4
Cc1cc(-c2ccccc2C(=O)NC2CCCCC2)on1	1.1	2.2	4.9	2.1	10.2	-1.5	-0.7	-0.4	-2.5
O=C1CCSc2ccc(Cl)cc2N1Cc1ccc(Cl)cc1	1.7	9.2	-3.2	9.9	5.2	-1.0	-4.3	-1.8	0.8
CCOc1ccc(/C=C2/SC(=O)NC2=S)cc1	3.7	2.4	29.8	14.4	10.1	3.0	-0.7	5.1	0.2
CC(=O)Nc1ccc(C(=O)CSc2nnnn2C(C)C)cc1	-0.8	0.9	0.8	-4.0	-6.4	5.0	-9.2	-0.7	5.9
COc1cc(/C=C2\SC(c3ccc(C)cc3)=NC2=O)cc(OC)c1OC	2.3	-0.7	5.2	-4.1	7.4	-0.2	-0.2	2.2	22.4
CN(C)c1cccc(C(=O)OCCCC(=O)c2ccc(F)cc2)c1	0.6	2.7	.	5.8	3.7	-3.1	2.4	0.6	12.1
COCCCNC(=O)C1=CCN(S(=O)(=O)c2ccc(C)cc2)CC1	0.7	7.8	7.6	4.7	7.0	0.7	-1.1	1.8	-1.4
COc1ccc(/C=N/c2oc(-c3ccccc3)cc2C#N)cc1	4.2	1.7	9.1	7.1	-8.5	-1.3	-3.0	-9.0	3.6
Cc1ccc(C(=O)Nc2cccc(C(=O)N/N=C/c3ccc(F)cc3)c2)cc1	-9.4	-4.0	-3.5	-5.9	-0.1	-2.5	0.1	-14.1	-20.0
C=CCc1cc(OC)ccc1OCCOCCC(C(=O)OCC)C(=O)OCC	4.2	0.1	1.8	4.3	4.1	-2.2	2.5	-9.7	-1.2
COc1ccc(/C=N/NC2=NS(=O)(=O)c3ccccc32)cc1	1.7	3.3	8.0	5.6	12.2	0.5	-2.2	-1.3	-8.0
COc1ccc(CN2C3CCCC2CC(NC(=O)Nc2ccccc2)C3)cc1 (configuration not stated)	2.1	-0.7	-1.7	8.8	8.7	-0.3	-2.8	-4.0	-3.1
COCCN(CCOC)C(=O)C1CCN(c2ccc(S(=O)(=O)N3CCOCC3)cc2[N+](=O)[O-])CC1	6.9	-0.2	3.1	6.2	2.4	-0.8	1.9	-1.0	-5.3
COC(=O)CNC(=O)CCCCC(=O)NCC(=O)OC	3.1	1.7	-2.2	-2.6	2.3	3.3	0.6	0.6	-6.7
COc1ccc(C(=O)Cc2ccc(F)cc2)c(OC)c1	7.7	2.5	1.0	2.4	2.3	1.8	-3.0	1.5	-0.4
O=Cc1cn(-c2ccccc2)nc1-c1ccccc1	0.2	7.8	0.9	0.1	8.6	-3.9	-0.6	-3.9	8.6
CC(C)C[C@H](NC(=O)c1nc[nH]c1C(=O)N[C@@H](CCCCN)C(=O)OC(C)(C)C)C(=O)OC(C)(C)C	.	-0.9	.	0.7	1.5	.	-1.1	.	-0.8
O=C(CCS(=O)(=O)Cc1ccccc1)N1CCN(c2ccccc2)CC1	-0.1	2.3	-3.2	10.7	-1.2	-2.9	-1.6	-2.2	7.9

# Compound activity as filed in PubChem.
